GPR7 antagonist – blocks human GPR7 receptor signaling | GPR7-expressing cells, fluorescence antagonist assay | inhibition, % at 4.4 µM | actives 1.1% (n = 290,000); in the data active = inhibition above about 16%, passing the limit was not always enough;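 note: cells stimulated with the agonist NPW; 0% = agonist with vehicle and 100% = vehicle without agonist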
Target sequence (P48145 whole entry, looked up): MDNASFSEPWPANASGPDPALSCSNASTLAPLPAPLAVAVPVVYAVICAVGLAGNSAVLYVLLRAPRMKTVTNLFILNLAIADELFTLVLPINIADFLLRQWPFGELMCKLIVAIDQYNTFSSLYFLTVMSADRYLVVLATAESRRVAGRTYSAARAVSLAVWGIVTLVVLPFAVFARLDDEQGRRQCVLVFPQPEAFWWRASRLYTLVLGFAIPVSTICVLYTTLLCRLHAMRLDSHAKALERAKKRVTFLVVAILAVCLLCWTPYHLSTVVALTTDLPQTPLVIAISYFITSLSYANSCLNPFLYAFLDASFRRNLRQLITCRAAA
NS3 helicase inh – inhibitors of Hepatitis C virus NS3 helicase. NS3 helicase DNA unwinding, Cy5 molecular beacon fluorescence. inhibition, % at 10.9 µM. actives 0.56% (n = 290,000). AID 1800;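 active = inhibition above the mean of all tested compounds plus 3 SD, set per campaign, cut at about 35% in these data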;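 note: 0% = DMSO wells and 100% = thioflavine S control wells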
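Test system: hepatitis C virus NS3 helicase domain fragment enzyme. Also added: annealed dual-labelled DNA beacon duplex, ATP-started. Timing: 60 min unwinding reaction at 25 °C after ATP addition. Technique: Cy5 fluorescence. Measure: % inhibition of unwinding.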
V1aR counter – counter-screen for oxytocin receptor agonists: human V1a receptor agonists | P37288 | CHO-V1R cells, Fluo-8 calcium fluorescence, agonist mode; 0% DMSO, 100% 3 nM vasopressin | activation, % at 3 µM | actives 0.25% (n = 320,000);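 active = activation above the mean activation of all tested compounds plus 3 SD, per screening run, cut at about 20% in these data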;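 note: signal is peak over basal fluorescence ratio across a 100 second FLIPR read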
PHOSPHO1 block – blocks human PHOSPHO1 phosphatase activity; actives 1.1% (n = 290,000); inhibition, % at 13.3 µM; recombinant PHOSPHO1, absorbance phosphatase assay; in the data active = inhibition above about 60%
Target sequence (Q8TCT1 whole entry, looked up): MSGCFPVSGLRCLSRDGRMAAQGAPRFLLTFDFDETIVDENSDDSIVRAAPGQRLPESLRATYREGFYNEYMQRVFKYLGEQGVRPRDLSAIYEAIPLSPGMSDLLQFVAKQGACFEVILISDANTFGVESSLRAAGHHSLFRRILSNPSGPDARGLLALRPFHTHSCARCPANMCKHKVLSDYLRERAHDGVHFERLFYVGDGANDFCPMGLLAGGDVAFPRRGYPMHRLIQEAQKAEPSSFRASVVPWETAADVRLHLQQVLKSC
DNA FID counter – fluorescent intercalator displacement, NS3 helicase counter-screen; inhibition, % at 7.9 µM; DNA fluorescent intercalator displacement, fluorescence; actives 0.17% (n = 290,000); in the data active = inhibition above about 37%;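 note: 0% = vehicle and 100% = reference compound; higher means more ethidium bromide displaced from hairpin DNA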
VIM-2 inh – inhibitors of Pseudomonas aeruginosa VIM-2 metallo-beta-lactamase; AID 1527; actives 0.89% (n = 290,000); purified VIM-2, nitrocefin hydrolysis, epi-absorbance fluorescence; inhibition, % at 5.6 µM;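 active = inhibition above the mean of all tested compounds plus 3 SD, cutoff set per screening run, cut at about 7.5% in these data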;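 note: red hydrolysis product quenches plate fluorescence so inhibitors raise well fluorescence; 0% = enzyme with DMSO and 100% = DMSO without enzyme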
GalR3 antag – antagonists of human GalR3; HEK293 GalR3-CNG cAMP membrane potential fluorescence; galR3 body fused to GalR1 C-terminus; inhibition, % at 3 µM; actives 0.44% (n = 360,000); AID 651719;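 active = inhibition above the screen-wide average plus 3 SD, cut at about 13% in these data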;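 note: forskolin and galanin both at EC90 stimulate the cells; cAMP rise reported by CNG channel membrane potential dye signal; 0% = forskolin plus galanin with DMSO and 100% = forskolin alone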
Target sequence (O60755 1-299 limits assumed): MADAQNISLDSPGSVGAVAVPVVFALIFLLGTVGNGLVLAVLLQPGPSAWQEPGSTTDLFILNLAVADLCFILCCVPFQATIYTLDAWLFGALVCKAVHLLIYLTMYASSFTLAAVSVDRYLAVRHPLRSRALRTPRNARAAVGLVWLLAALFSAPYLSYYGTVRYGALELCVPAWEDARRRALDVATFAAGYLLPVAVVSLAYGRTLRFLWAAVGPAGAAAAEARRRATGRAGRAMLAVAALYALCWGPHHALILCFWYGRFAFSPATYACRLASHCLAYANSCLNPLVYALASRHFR
OXTR agonist – agonists of human oxytocin receptor | activation, % at 3 µM | CHO-OTR cells, Fluo-8 calcium fluorescence; normalized: DMSO 0%, oxytocin 100% | actives 0.32% (n = 320,000) | P30559;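 active = activation above the mean of all tested compounds plus 3 SD, cutoff set per screening run, cut at about 20% in these data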;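 note: peak over basal fluorescence ratio from a 100 s FLIPR kinetic read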
IMP-1 inhibitor – blocks Pseudomonas aeruginosa IMP-1 metallo-beta-lactamase. purified IMP-1, nitrocefin hydrolysis, epi-absorbance fluorescence. actives 0.45% (n = 290,000). inhibition, % at 5.6 µM. AID 1556;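 active = inhibition above the mean plus 3 SD of all compounds in the same screening run, cut at about 4.5% in these data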;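 note: 0% = IMP-1 with DMSO and 100% = DMSO wells lacking enzyme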
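System: purified IMP-1 / Input: IMP-1 dispensed at 0.2 nM / Medium: 50 mM HEPES pH 7.1, 50 µM ZnSO4, 0.05% Brij 35 / Timing: 15 min enzyme–compound preincubation, then 25 min nitrocefin reaction, 25 °C / Technique: plate fluorescence quenching by hydrolysis product, ex 480/em 530 nm / Repeats: singlicate testing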
* = called active by the depositor; / = no result given. No enrichment for hits; about 4.3% have a hit in one of these screens.

SMILES	GPR7 antagonist	NS3 helicase inh	V1aR counter	PHOSPHO1 block	DNA FID counter	VIM-2 inh	GalR3 antag	OXTR agonist	IMP-1 inhibitor
CCOC(=O)c1c(NC(=O)C2CC2)sc2c1CC(C)(C)OC2	-5	-1	-0.1	33	-4	-2.9	-4	-0.3	-2.3
CCC(Oc1cccc(C)c1)C(=O)Nc1ccccc1C(=O)N1CCOCC1 (stereo unspecified)	-13	0	0.3	27	-29	-4.5	-3	-1.1	-2.4
CC(=O)c1cccc(NC(=O)c2ccc(-c3ccccc3[N+](=O)[O-])o2)c1	-16	-2	11	6	-2	-2.3	5	10	-2.2
NC(=O)c1ccc(-c2nnc(Nc3ccc(S(N)(=O)=O)cc3)c3ccccc23)cc1	5	7	-0.5	31	-26	3.8	-6	-0.8	-0.5
COc1ccc(CCNC(=O)CCCN2C(=O)C(c3ccccc3)Oc3cccnc32)cc1OC (stereo unspecified)	-4	-2	3.6	49	-50	-0.6	-10	25*	0.1
Cc1ccsc1C(=O)NNC(=O)C1C2C=CC(C2)C1C(=O)O (stereo unspecified)	-6	1	0.0	-7	1	-2.3	-2	0.3	-0.8
Cc1nc(SC(C(=O)c2ccccc2)c2ccccc2)n[nH]1 (stereo unspecified)	-11	-3	-0.7	22	2	-1.5	-8	-2.0	-0.3
O=C(Nc1sc2c(c1C(=O)O)CCC2)c1cccc(Cl)c1	5	4	1.0	3	-7	0.6	-3	-0.5	-0.8
NS(=O)(=O)c1ccc2nc(-c3ccccc3)c(-c3ccccc3)nc2c1	-4	-5	-0.7	39	-25	-5.5	2	-1.1	-2.5
O=C(Cn1cnc2scc(-c3ccc(Br)cc3)c2c1=O)N1CCOCC1	-10	-4	0.5	32	-10	-1.0	-2	-0.2	-1.7
Cc1oc2cc(O)ccc2c(=O)c1Oc1ccc(F)cc1	-5	-8	2.0	23	-7	-1.0	-9	0.9	-5.7
CCOc1ccc(NC(=O)CN2C(=O)NC(C)(c3ccc(OC(F)F)cc3)C2=O)cc1 (stereo unspecified)	75*	-14	43*	-26	-16	-1.1	-7	43*	-0.3
COc1ccc(/C(O)=C2/C(=O)C(=O)N(CCCN3CCOCC3)C2c2ccc(C)cc2)cc1 (stereo unspecified)	-10	13	/	25	-22	0.0	-2	/	-0.2
COC(=O)CSc1nccc(C)n1	-4	-10	0.6	-7	0	0.1	-4	0.4	-1.2
CCCCNC(=O)C1CCN(S(=O)(=O)c2cnc[nH]2)CC1	-8	-4	0.9	-18	5	2.5	-5	0.3	0.6
Cn1c(=O)c2c(nc(SCC(=O)N3CCc4ccccc43)n2Cc2ccc(F)cc2)n(C)c1=O	-2	10	/	/	2	-1.4	/	/	-3.4
NC(=O)C1CCN(c2ccc(S(=O)(=O)N3CCC(Cc4ccccc4)CC3)cn2)CC1	-12	5	11	24	-1	-2.6	-5	16	-2.2
O=C(CNC(=O)Cc1ccccc1)NCC(=O)N1CCCCC1	-14	7	0.3	14	-5	-2.8	-2	-0.2	-0.9
Clc1ccc(-c2cc(CSc3ccccc3)on2)cc1	-10	0	0.0	40	1	-0.5	-1	0.0	-0.9
Cn1cc(CN2CCCCC2CO)c(-c2ccc(Oc3ccccc3)cc2)n1 (stereo unspecified)	-9	1	2.1	14	13	0.0	-4	1.1	-2.6
CCOC(=O)c1cccc(NC(=O)Cn2c(CC(=O)NC)nc3ccccc32)c1	-8	4	-0.2	4	-24	-1.8	-2	-0.6	-0.9
Cc1ccc(CSc2nc(-c3ccccc3)c(C#N)c(=O)[nH]2)cc1	-14	-16	-0.3	-7	-1	-0.7	-6	-1.4	-2.1
CCOC(=O)c1csc(NC(=O)CSc2nnc(C3CC3)n2C)n1	-10	9	0.5	11	-9	-0.8	-5	0.0	-2.5
CC1Cc2ccccc2N1C(=O)CSc1nnc(CSc2ncccn2)n1C (stereo unspecified)	0	2	-0.6	-15	-19	-1.5	-9	-1.2	-2.4
Cc1nn(C(C)C(=O)NNC(=S)Nc2ccc(Cl)cc2)c(C)c1[N+](=O)[O-] (stereo unspecified)	-11	2	0.0	94*	-3	-0.5	-5	-1.0	-2.1
O=S(=O)(c1cccs1)N1CCN(C/C=C/c2ccccc2)CC1	-13	-15	4.4	0	-2	-1.6	-2	5.5	-2.3
C=CCn1c(SCc2ccc(F)cc2)nnc1-c1sc2nc(C)cc(C)c2c1N	-8	-2	0.2	3	-8	-1.1	1	-1.7	-1.9
COc1ccccc1N(C)C(=O)c1cc(S(=O)(=O)N2CCCC2)cn1C	-4	9	0.5	39	-14	-1.9	/	0.4	-4.1
COc1cccc(CN2CCCC(N3CCc4ccccc4C3)C2)c1O (stereo unspecified)	-3	-3	1.1	24	-2	-3.2	-2	-0.7	-4.7
CN(C)/N=C/c1ccc([N+](=O)[O-])cc1[N+](=O)[O-]	-13	23	0.2	2	-7	-4.4	-6	1.2	-1.8

A different layout for some results above.
CC1Cc2ccccc2N1C(=O)CSc1nnc(CSc2ncccn2)n1C (stereo unspecified)
  GPR7 antagonist: 0
  NS3 helicase inh: 2
  V1aR counter: -0.6
  PHOSPHO1 block: -15
  DNA FID counter: -19
  VIM-2 inh: -1.5
  GalR3 antag: -9
  OXTR agonist: -1.2
  IMP-1 inhibitor: -2.4
O=S(=O)(c1cccs1)N1CCN(C/C=C/c2ccccc2)CC1
  GPR7 antagonist: -13
  NS3 helicase inh: -15
  V1aR counter: 4.4
  PHOSPHO1 block: 0
  DNA FID counter: -2
  VIM-2 inh: -1.6
  GalR3 antag: -2
  OXTR agonist: 5.5
  IMP-1 inhibitor: -2.3
C=CCn1c(SCc2ccc(F)cc2)nnc1-c1sc2nc(C)cc(C)c2c1N
  GPR7 antagonist: -8
  NS3 helicase inh: -2
  V1aR counter: 0.2
  PHOSPHO1 block: 3
  DNA FID counter: -8
  VIM-2 inh: -1.1
  GalR3 antag: 1
  OXTR agonist: -1.7
  IMP-1 inhibitor: -1.9
Cc1ccc(CSc2nc(-c3ccccc3)c(C#N)c(=O)[nH]2)cc1
  GPR7 antagonist: -14
  NS3 helicase inh: -16
  V1aR counter: -0.3
  PHOSPHO1 block: -7
  DNA FID counter: -1
  VIM-2 inh: -0.7
  GalR3 antag: -6
  OXTR agonist: -1.4
  IMP-1 inhibitor: -2.1

Results in VIM-2 inh, V1aR counter and NS3 helicase inh, for two of the compounds above:
structure	VIM-2 inh	V1aR counter	NS3 helicase inh
Clc1ccc(-c2cc(CSc3ccccc3)on2)cc1	-0.5	0.0	0
Cn1cc(CN2CCCCC2CO)c(-c2ccc(Oc3ccccc3)cc2)n1 (stereo unspecified)	0.0	2.1	1

The results go on.
SMILES	GPR7 antagonist	NS3 helicase inh	V1aR counter	PHOSPHO1 block	DNA FID counter	VIM-2 inh	GalR3 antag	OXTR agonist	IMP-1 inhibitor
O=C(CC1S/C(=N/N=C/c2c[nH]c3ccccc23)NC1=O)Nc1ccccc1 (stereo unspecified)	18*	13	-0.9	1	14	-4.0	-6	-1.0	-2.2
COc1ccc(C(C)(C)C)cc1NC(=O)COC(=O)c1cnc(C)cn1	-6	2	1.2	18	-16	-2.5	-3	0.5	-3.4
CN(c1ccccn1)c1ncnc2[nH]ncc12	10	10	0.1	25	-6	-0.8	0	0.5	0.5
CN(c1ccccc1C(=O)Nc1ccc(S(=O)(=O)N2CCOCC2)cc1)S(C)(=O)=O	-7	3	-0.2	-5	-6	-0.9	-5	1.3	-2.0
CC(C)c1ccc(NC(=O)COc2nncc3ccccc23)cc1	-1	3	1.6	6	-4	1.8	0	0.1	-1.1
Cc1ccc(S(=O)(=O)N(C)C)cc1NC(=O)[C@H](Cc1ccccc1)N1C(=O)c2ccccc2C1=O	-3	-11	0.2	3	-12	-1.7	3	1.4	1.1
COCCNC(=O)/C(C#N)=C\c1ccc(CNC(=O)C(=O)Nc2ccc(C)c(C)c2)o1	-4	16	0.1	23	-2	-2.2	1	-0.2	-2.1
COc1ccc(/C=C2\SC(=S)N(NS(=O)(=O)c3ccccc3)C2=O)c(OC)c1	-10	34	/	35	-22	-3.8	-6	/	-4.2
CC1(C)OC(=O)C(=Cc2ccc(-c3ccc(S(N)(=O)=O)cc3)o2)C(=O)O1	-9	7	1.2	-26	-11	1.1	-4	-0.5	34*
CCOC(=O)N1CCN(Cc2cn3ccccc3n2)CC1	-6	5	1.2	2	-2	-1.9	-3	0.9	-2.0
CCn1c(=O)n(CC)c2cc(S(=O)(=O)N3CCC(c4ccccc4)CC3)ccc21	2	-9	0.9	-31	-9	-3.1	-2	-0.8	-0.6
Fc1ccc(OCc2nc(-c3cccs3)no2)cc1	5	-5	-0.7	45	-7	-2.4	-7	-1.7	-2.5
O=C1C=CC(=O)N1c1ccc(I)cc1Cl	-8	0	0.1	30	0	-1.8	/	-0.6	-0.6
Cc1cc(O)cc(=O)n1CCc1ccccc1	-1	12	1.7	-1	-7	-1.0	-5	0.6	-3.2
CCN(CC)CCNC(=O)C(C)c1nn(C)c(=O)c2ccccc12 (stereo unspecified)	-9	2	0.1	24	1	-1.0	-1	0.2	-1.9
N=c1c(C(=O)NCc2ccco2)cc2c(=O)n3ccccc3nc2n1CCc1ccccc1	-11	-5	0.3	11	4	0.2	-6	-1.8	-3.0
O=C(c1ccccc1)C(Sc1ncn[nH]1)c1ccccc1 (stereo unspecified)	9	-6	0.0	-2	-4	-2.4	-4	-1.7	0.0
COc1ccc(-c2cc3ccccc3nc2N)cc1OC	-3	-8	11	38	-8	-1.0	-14	11	-1.4
CC1CCCN(Cc2cnc(Cl)s2)C1 (stereo unspecified)	-15	6	1.3	-14	2	-0.6	-3	0.8	-1.5
O=C1OC(/C=C/c2ccccc2)=NC/1=C/C=C/c1ccccc1	0	17	1.6	-12	-30	-0.7	1	-1.3	-0.7
CC1C(=O)OC2C1CCC1(C)CCC(=O)C(C)C21 (stereo unspecified)	-10	15	0.9	46	-7	-1.1	-11	0.8	-1.9
CCOc1ccc(-c2nc(S(=O)(=O)c3ccccc3)c(N3CCOCC3)o2)cc1	-7	5	1.3	-31	3	0.1	1	0.4	-1.6
O=C(COC(=O)c1cc(S(=O)(=O)NCc2ccccc2)ccc1O)NCc1ccccc1	-6	-2	3.8	5	-12	1.3	0	2.9	-0.1
CCOCCCn1c(SCC(=O)/C(C#N)=C(\C)N)nc2ccccc2c1=O	-4	0	1.0	-6	-1	0.0	-1	0.2	0.0
C=CCN1C(=O)/C(=C/C(=O)OC)S/C1=N\NC(=O)c1ccccc1	-15	-1	-0.9	42	-6	-3.2	-4	-1.2	-3.7
COc1ccccc1C(=O)NC1CC2CCC(C1)N2Cc1ccccc1 (stereo unspecified)	5	-1	0.0	17	3	0.4	-8	-0.7	-0.5
CCOc1ccc(NC(=S)NC(=O)c2c(Br)cnn2C)c([N+](=O)[O-])c1	-9	15	-0.8	-3	4	-3.3	-1	-1.3	-2.4
CC(C(=O)N(C)C1CCS(=O)(=O)C1)N1C(=O)/C(=C/c2cccs2)SC1=S (stereo unspecified)	5	-2	0.3	32	-15	-1.7	3	0.9	-2.5

Assay outcomes (PubChem BioAssay)
